Screening data from PubChem.
cytoskel mod – cytoskeleton assembly modification. HUVEC TNFa F-actin phalloidin imaging, high content. inhibition, % at 2 µM. 91,000 tested, 0.18% active. AID 836;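 active means inhibition above the batch mean plus 3 SD and confirmed as a hit by visual image inspection, cut at about 30% in these data, passing the limit was not always enough; inconclusive means above the inhibition threshold but rejected on visual inspection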; further: strong numbers were not always called active
PLK1 PBD inh – Plk1 (human) PBD binding inhibition. P53350. Plk1 PBD phosphopeptide binding, fluorescence polarization. inhibition, %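 (tested at about 20 µM)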. 97,000 tested, 0.13% active. AID 693; in the data active means inhibition above about 34%, passing the limit was not always enough
PTK2B oligo ant – Pyk2 (human) oligomerization antagonism; Q14289; Q293 cells, Pyk2 FERM NanoBiT luminescence; active compounds read low; z-score (the deposit names both 25 µM and 10 µM); 99,000 tested, 0.83% active; AID 1347419;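 active means Z-score of -3 or lower, scaled per plate to the spread of control and sample wells; inactive means z-score above -3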;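 further: negative z-score means lost luminescence so less FERM oligomerization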
PTPN22 act – LYP (human) phosphatase activation | 96,000 tested, 0.11% active | AID 697 | Q9Y2R2 | activation, % at 2 µM | recombinant LYP, DiFMUP fluorescence; 0 = plate median, 100 = signal doubled;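 active means activation at 2 µM above a set limit, the mean plus 5 SD, cut at about 37% in these data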
Target sequence (Q9Y2R2 whole entry, looked up): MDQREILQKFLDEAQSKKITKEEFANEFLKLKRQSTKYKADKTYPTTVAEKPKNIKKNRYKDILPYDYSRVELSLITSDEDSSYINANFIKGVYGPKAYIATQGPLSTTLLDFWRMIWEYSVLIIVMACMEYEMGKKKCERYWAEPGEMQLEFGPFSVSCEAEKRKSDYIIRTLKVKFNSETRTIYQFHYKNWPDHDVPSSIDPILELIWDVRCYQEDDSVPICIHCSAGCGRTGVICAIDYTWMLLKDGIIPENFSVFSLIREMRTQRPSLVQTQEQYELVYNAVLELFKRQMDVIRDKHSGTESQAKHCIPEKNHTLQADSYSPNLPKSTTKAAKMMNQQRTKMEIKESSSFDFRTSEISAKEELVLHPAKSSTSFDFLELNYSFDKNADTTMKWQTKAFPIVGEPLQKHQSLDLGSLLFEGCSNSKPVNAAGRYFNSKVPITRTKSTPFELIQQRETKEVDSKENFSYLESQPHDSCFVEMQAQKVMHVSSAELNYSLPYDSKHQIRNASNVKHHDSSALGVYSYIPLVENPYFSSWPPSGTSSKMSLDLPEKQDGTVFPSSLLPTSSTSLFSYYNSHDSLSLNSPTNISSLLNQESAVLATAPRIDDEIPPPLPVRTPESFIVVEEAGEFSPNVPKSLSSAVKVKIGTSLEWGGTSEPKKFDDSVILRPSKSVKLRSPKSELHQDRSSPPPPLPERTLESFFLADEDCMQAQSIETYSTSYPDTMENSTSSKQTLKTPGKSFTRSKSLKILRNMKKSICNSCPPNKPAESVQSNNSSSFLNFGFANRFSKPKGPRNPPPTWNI
EphB4 ephrin blk – blocks human EphB4 binding to ephrin-B2 | P54760 | EphB4 LBD / TNYL-RAW-Alexa532 peptide, fluorescence polarization | 97,000 tested, 0.15% active | AID 720 | inhibition, % at 7 µM;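 active means inhibition above the screen-wide mean inhibition plus 3 SD, cut at about 15% in these data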;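 further: 0% = DMSO wells and 100% = excess unlabeled TNYL-RAW peptide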
PLK1 inh – inhibitors of human PLK1 kinase | AID 619 | 97,000 tested, 0.53% active | inhibition, % at 10 µM | recombinant PLK1 kinase, TR-FRET peptide phosphorylation;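 active means inhibition of 50% or more in the single-concentration screen; inactive means inhibition below 50%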;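 further: 0% = DMSO max control and 100% = H-89 dihydrochloride min control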
HIV Rev-RRE inh – HIV Rev-RRE protein-RNA interaction inhibition; P05866; Rev peptide-RRE RNA binding, FRET; inhibition, % at 8 µM; 97,000 tested, 0.79% active;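 active means inhibition above the screen-wide mean plus 3 SD, cut at about 35% in these data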;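 further: 0% = median DMSO wells and 100% = median Neomycin B control wells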
Target sequence (P05866 whole entry, looked up): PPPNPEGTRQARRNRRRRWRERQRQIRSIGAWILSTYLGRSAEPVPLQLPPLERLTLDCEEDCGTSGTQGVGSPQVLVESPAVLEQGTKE
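Test system: Cy5-tagged RRE RNA duplex with fluorescein-tagged Rev peptide; Probe or stimulus: labelled Rev peptide; Schedule: 5 min preincubation and 15 min binding, 25 °C; Signal: FRET fluorescence readout; Evaluation: % inhibition from 671/540 nm acceptor-to-donor ratio, scaled between controls; Control set: DMSO and neomycin B.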
FAK inh – inhibitors of human focal adhesion kinase. Q05397. biochemical FAK kinase activity assay. inhibition, %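 (tested at 7 µM)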. 97,000 tested, 0.84% active. AID 727; in the data active means inhibition above about 19%;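 further: 0% = DMSO and 100% = reference compound high control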
LYP inh 2 – blocks human PTPN22 phosphatase activity | 96,000 tested, 0.21% active | AID 640 | recombinant LYP catalytic domain, DiFMUP fluorescence | inhibition, % at 2 µM;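 active means inhibition at 2 µM at or above a set limit, the screen mean plus 3 SD, cut at about 24% in these data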;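 further: 0% = DMSO with enzyme and 100% = enzyme fully blocked by orthovanadate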
Numbers without * were called inactive; ? = inconclusive; nt = not tested or not shown; [ ] = dose if it differs, or a comment.

The first 10 entries (preview)
[1] Cc1nn(-c2ccccc2)c(C)c1P(=O)(c1ccccc1)N(C)C (stereo not given)
[2] O=C(Nc1ccccc1)N(CCCN1CCOCC1)Cc1cc2cc3c(cc2[nH]c1=O)OCCO3
[3] COc1cccc(OCc2nnc(SC)n2C)c1
[4] O=C(C1c2ccccc2C(=O)N2CCc3ccccc3C12)N1CCN(Cc2ccccc2)CC1 (stereo not given)
[5] COc1ccc(Nc2nnc(SCc3cc(=O)n4ccsc4n3)s2)cc1
[6] Cc1cc(C(F)F)n2nc(C(=O)Nc3cccnc3Cl)nc2n1
[7] COc1cccc(N2CC(C(=O)Oc3ccc4ccccc4c3)CC2=O)c1 (stereo not given)
[8] O=C(NC1CCCCC1)C(c1ccncc1)N(Cc1ccc2c(c1)OCO2)C(=O)c1cnsn1 (stereo not given)
[9] O=C(CCCOc1ccc(Cl)cc1Cl)NCC1CCCO1 (stereo not given)
[10] CSCCC(NC=C1C(=O)OC(C)(C)OC1=O)C(=O)O (stereo not given)

assay / entry	1	2	3	4	5	6	7	8	9	10
PTK2B oligo ant	-0.41	-0.63	0.51	0.51	-0.34	0.51	0.37	-0.7	1.1	0.5
PLK1 inh	-2	-5	-5	-15	-6	-7	0	-6	-11	-10
LYP inh 2	-5	0	0	7	-10	3	-6	-14	-1	-6
cytoskel mod	4	11	40	-13	13	-13	20	9	-8	6
EphB4 ephrin blk	2	0	5	4	-5	10	-2	5	4	4
PTPN22 act	2	-5	-3	-4	6	-2	5	8	1	6
PLK1 PBD inh	2	-6	-11	9	5	5	-12	1	-15	-7
FAK inh	0	-3	1	1	4	8	1	1	-2	-3
HIV Rev-RRE inh	-1	4	-1	1	42*	9	4	2	3	3

All compounds of this part (from the top)
[1] Cc1nn(-c2ccccc2)c(C)c1P(=O)(c1ccccc1)N(C)C (stereo not given)
[2] O=C(Nc1ccccc1)N(CCCN1CCOCC1)Cc1cc2cc3c(cc2[nH]c1=O)OCCO3
[3] COc1cccc(OCc2nnc(SC)n2C)c1
[4] O=C(C1c2ccccc2C(=O)N2CCc3ccccc3C12)N1CCN(Cc2ccccc2)CC1 (stereo not given)
[5] COc1ccc(Nc2nnc(SCc3cc(=O)n4ccsc4n3)s2)cc1
[6] Cc1cc(C(F)F)n2nc(C(=O)Nc3cccnc3Cl)nc2n1
[7] COc1cccc(N2CC(C(=O)Oc3ccc4ccccc4c3)CC2=O)c1 (stereo not given)
[8] O=C(NC1CCCCC1)C(c1ccncc1)N(Cc1ccc2c(c1)OCO2)C(=O)c1cnsn1 (stereo not given)

assay / entry	1	2	3	4	5	6	7	8
PTK2B oligo ant	-0.41	-0.63	0.51	0.51	-0.34	0.51	0.37	-0.7
PLK1 inh	-2	-5	-5	-15	-6	-7	0	-6
LYP inh 2	-5	0	0	7	-10	3	-6	-14
cytoskel mod	4	11	40	-13	13	-13	20	9
EphB4 ephrin blk	2	0	5	4	-5	10	-2	5
PTPN22 act	2	-5	-3	-4	6	-2	5	8
PLK1 PBD inh	2	-6	-11	9	5	5	-12	1
FAK inh	0	-3	1	1	4	8	1	1
HIV Rev-RRE inh	-1	4	-1	1	42*	9	4	2

[9] O=C(CCCOc1ccc(Cl)cc1Cl)NCC1CCCO1 (stereo not given)
[10] CSCCC(NC=C1C(=O)OC(C)(C)OC1=O)C(=O)O (stereo not given)
[11] COCCN1C(=O)C(=O)/C(=C(/O)c2ccc3c(c2)OCCO3)C1c1ccc(C(=O)OC)cc1 (stereo not given)
[12] O=C(/C=C/c1ccccc1)NC(=S)NNC(=O)Cc1cccs1
[13] CCOC(=O)C1=C(C)N=c2s/c(=C\c3cccn3C)c(=O)n2C1c1cccc(OC)c1OC (stereo not given)
[14] COc1ccc(-c2cc(=O)oc3cc4occ(C)c4cc23)cc1
[15] CCOc1ccc(C2c3c(oc4ccccc4c3=O)C(=O)N2CCCN2CCOCC2)cc1 (stereo not given)
[16] O=C1c2ccccc2C(=O)N1c1ccc(Cl)cc1

assay / entry	9	10	11	12	13	14	15	16
PTK2B oligo ant	1.1	0.5	-0.52	0.04	-0.5	-1.7	0.33	nt
PLK1 inh	-11	-10	-3	-13	-15	-4	-4	-4
LYP inh 2	-1	-6	-3	2	8	4	-5	1
cytoskel mod	-8	6	-6	-13	-8	5	-10	1
EphB4 ephrin blk	4	4	-3	7	5	7	4	-2
PTPN22 act	1	6	2	-4	-5	0	2	3
PLK1 PBD inh	-15	-7	11	16	-74	-1	-5	1
FAK inh	-2	-3	-1	0	6	4	3	0
HIV Rev-RRE inh	3	3	-5	4	88*[fluorescence artefact?]	10	6	-5

[17] CC1CCCC/C1=N/Nc1ccc([N+](=O)[O-])cc1[N+](=O)[O-] (stereo not given)
[18] COCCNC(=O)C(C)N(c1ccc(Oc2ccccc2)cc1)S(C)(=O)=O (stereo not given)
[19] CCN(CC)C(=O)c1ccc(COc2ccccc2Cl)cc1
[20] COc1ccc(-n2nnnc2SCC(=O)N2CCOCC2)cc1
[21] COc1ccc(CNC(=O)CS(=O)Cc2nc(-c3ccccc3C)oc2C)cc1 (stereo not given)
[22] COc1ccc(/C=C(\C#N)C(=O)N2CCOCC2)cc1Br
[23] Cn1c(SCc2nc(-c3ccc(Cl)cc3)no2)nnc1-c1cccs1
[24] c1ccc(CCNc2ncnc3nc[nH]c23)cc1

assay / entry	17	18	19	20	21	22	23	24
PTK2B oligo ant	0.32	-0.19	2.8	nt	nt	0.59	-1.4	0.09
PLK1 inh	-9	-5	2	-10	67*	-14	-18	42
LYP inh 2	-1	-1	2	-8	nt	-6	2	-13
cytoskel mod	-9	21	-25	2	nt	8	?	-6
EphB4 ephrin blk	-4	2	-1	1	2	-7	8	-5
PTPN22 act	3	4	-5	6	nt	12	-1	8
PLK1 PBD inh	2	-5	9	1	-1	24	8	1
FAK inh	3	-2	0	2	0	0	3	18
HIV Rev-RRE inh	11	5	15	2	5	-1	11	6

[25] COc1ccc(OC)c(-n2c(-c3ccc(S(C)(=O)=O)cc3)cc(C=O)c2C)c1
[26] CCC1(C)Cc2c(sc3nnn(CC(=O)Nc4cccc5ccccc45)c(=O)c23)CO1 (stereo not given)
[27] Cc1cc(C)c(Cn2c(=O)n(CCCC(=O)NCc3ccco3)c(=O)c3sccc32)c(C)c1
[28] Cc1cccc(-n2c(Cc3ccccc3)nnc2SCC(=O)N2CCOCC2)c1
[29] COc1ccccc1NC(=O)CS(=O)(=O)c1cccc2nsnc12
[30] O=C(c1ccccc1)N1CCC(O)(c2ccc3c(c2)OCO3)CC1
[31] COc1ccc(S(=O)(=O)Nc2cc(C(C)C)c(O)cc2C)cc1
[32] CC1CCc2cccc3c2N1c1cc(C#N)c(C#N)cc1O3 (stereo not given)

assay / entry	25	26	27	28	29	30	31	32
PTK2B oligo ant	-0.65	0.85	-0.32	0.41	0.37	-0.09	-2.4	-1.4
PLK1 inh	-1	-12	-3	-21	-9	-11	-1	-4
LYP inh 2	-10	9	11	7	-5	-4	-10	-9
cytoskel mod	14	0	-6	-8	4	-6	-2	nt
EphB4 ephrin blk	3	-3	-4	1	4	0	-1	-7
PTPN22 act	14	-5	-12	-9	5	4	6	10
PLK1 PBD inh	-6	1	6	7	-4	11	5	1
FAK inh	-1	0	15	3	-1	-1	1	3
HIV Rev-RRE inh	6	5	9	0	-1	3	3	40*

Quoted from the listing.
Result of O=C(c1ccccc1)N1CCC(O)(c2ccc3c(c2)OCO3)CC1 under PTK2B oligo ant: -0.09
Result of COc1ccccc1NC(=O)CS(=O)(=O)c1cccc2nsnc12 under PTPN22 act: 5

Next entries:
[33] COc1ccc(CN(C#N)c2nc(SC)nc(N(C)C)n2)cc1
[34] CCOCC(=O)Nc1ccc(S(=O)(=O)Nc2ncccn2)cc1
[35] Cc1ccc(Nc2c([N+](=O)[O-])cc(C(=O)N3CC(=O)Nc4ccccc43)cc2[N+](=O)[O-])c(C)c1
[36] N#CCSc1nnc(Cc2cccc3ccccc23)n1C1CCCCC1
[37] c1ccc(OCc2nc(-c3ccccc3)no2)cc1
[38] CCC1CCCCN1C(=O)N[C@@H](Cc1ccccc1)C(=O)O (stereo not given in full)
[39] CCc1nnc(SCC(=O)N2CCCc3ccccc32)nc1CC
[40] CC(C)(C)NC(=O)C(c1ccco1)N(C(=O)c1ccc(CN2CCOCC2)o1)c1ccccc1 (stereo not given)

assay / entry	33	34	35	36	37	38	39	40
PTK2B oligo ant	-1.9	-0.05	-3.4*	-2	0.54	0.25	0.01	1.6
PLK1 inh	-6	-10	-4	-15	-13	-3	0	-6
LYP inh 2	0	-3	6	-6	-4	5	-9	-1
cytoskel mod	-29	2	6	45	-5	-6	-8	16
EphB4 ephrin blk	-2	4	-1	2	6	0	-8	3
PTPN22 act	-2	2	-4	5	3	-8	4	0
PLK1 PBD inh	-4	5	-17	-1	-7	9	-6	-27
FAK inh	6	0	4	-2	2	-3	1	-1
HIV Rev-RRE inh	16	9	1	8	5	4	0	-2

[41] Cc1cccc(Cn2c(N3CCN(c4ccccc4)CC3)nc3c2c(=O)n(C)c(=O)n3C)c1
[42] COc1ccc(OC)c(/C=N/NC(=O)c2csc3ccccc23)c1
[43] CC1(C)Cc2ccccc2C(Nn2cnnc2)=N1
[44] CC(C)CC(=O)Nc1ccccc1N1CCOCC1
[45] Cc1ccc(-c2nc3ccccc3o2)cc1NC(=S)NC(=O)/C=C/c1ccco1
[46] COc1ccc(OC)c(C(=O)CSc2nnc(-c3ccc(OC)c(OC)c3)o2)c1
[47] COc1ccc(C2C=C(c3ccc(Cl)cc3)Nc3nc(NC(C)=O)nn32)cc1 (stereo not given)
[48] CCC(=O)Nc1cccc(NC(=O)c2ccc(C)c([N+](=O)[O-])c2)c1

assay / entry	41	42	43	44	45	46	47	48
PTK2B oligo ant	-0.48	-1.1	-0.33	0.72	-0.08	nt	nt	1.2
PLK1 inh	7	-13	-2	-8	-2	-6	-23	-8
LYP inh 2	11	6	-4	2	12	5	-1	8
cytoskel mod	3	13	-12	3	-10	15	7	22
EphB4 ephrin blk	-3	-5	3	8	-6	-4	0	8
PTPN22 act	-11	-2	2	1	-10	1	2	-4
PLK1 PBD inh	2	-29	27	-13	27	-2	13	-2
FAK inh	0	1	0	-10	-1	-3	-2	1
HIV Rev-RRE inh	4	1	8	2	-1	3	78*	5

[49] CCCCOC(=O)CNc1n[nH]c(=S)[nH]c1=O
[50] Cc1c(NC(=O)c2ccc3c(c2)C(=O)N(CC2CCCO2)C3=O)cccc1C(=O)O (stereo not given)
[51] N#Cc1c(-c2ccccc2)c(-c2ccccc2)nn(CC(=O)NNC(=O)Nc2ccc(Cl)c(Cl)c2)c1=O
[52] Cc1ccn2c(CN3CCOCC3)c(-c3ccccc3)nc2c1
[53] CCN(CC)C(=S)NC(=O)c1ccc(Cl)cc1Cl
[54] CN(Cc1ccccc1)Cc1nc2c(c(=O)n(C)c(=O)n2C)n1CCc1ccccc1
[55] O=C(NCC(c1cccnc1)N1CCN(c2ccccc2)CC1)OCc1ccccc1 (stereo not given)
[56] Cc1cccc(N2CCN(C(=O)CSCc3c(C)noc3C)CC2)c1C

assay / entry	49	50	51	52	53	54	55	56
PTK2B oligo ant	0.67	1.1	-0.47	0.51	0.19	-0.1	-1.4	0.89
PLK1 inh	-10	-3	-7	-19	-80	-9	-14	-10
LYP inh 2	0	9	10	-4	-10	-6	-6	4
cytoskel mod	nt	-17	-23	26	-8	-6	-9	-15
EphB4 ephrin blk	-3	-7	-7	1	-2	3	6	-5
PTPN22 act	1	-4	-7	8	9	7	7	-5
PLK1 PBD inh	-1	-34	8	15	-26	-4	-13	10
FAK inh	-3	-2	3	3	0	1	1	-1
HIV Rev-RRE inh	5	5	7	-4	3	14	9	8
